# Source: PubChem BioAssay (National Center for Advancing Translational Sciences (NCATS))
# FLuc counter: firefly luciferase modulation, counter-screen for miR-21 project. 6.9% of 360,000 active. purified FLuc, Km substrates, luminescence inhibition. Potency, µM (titrated, usually from 57.5 µM), for the others: at the highest dose activity change, negative = inhibition, hits mostly inhibitors. P08659;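 further: potency means the concentration at half of the fitted maximal effect; plate controls were vehicle for no effect and reference inhibitor for full effect; nearly all actives have a fitted effect of over 55% in size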
#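 Purified P. pyralis luciferase, 10 nM final, with Km-level 10 uM D-luciferin and 10 uM ATP in 50 mM Tris acetate pH 7.5, 10 mM Mg acetate, 0.01% Tween-20, 0.05% BSA; 6-point qHTS titration about 60 µM downward; luminescence read.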
# Coupling enz: counter-screen for Giardia aldolase inhibitors: coupling enzyme system. coupling enzyme system counterscreen, AmpLite Red fluorescence. activity change, negative = inhibition, % at 58.2 µM, hits read low. 0.67% of 290,000 active. AID 2472; in the data active means activity change below about -30%; further: on the % scale 0 is the no-effect control and ±100 the full control effect
#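 Final compound at 57.5 uM, incubated 10 min at RT with coupling enzyme reagent (glyceraldehyde-3-phosphate), then 20 min with substrate and AmpLite Red detection. Fluorescence read at 525/598 nm; tests interference with the coupling assay, not aldolase inhibition.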
# RORgamma inh: ROR gamma (mouse) transcription inhibition | P51450 | Drosophila S2 Gal4-RORgamma UAS-luciferase reporter, 20 h | Potency, µM (doses to about 53.6 µM), without a hit: at the highest dose activity change, negative = inhibition, actives largely listed as inhibitors | 5.4% of 310,000 active | AID 2551; further: potency means the concentration at half of the fitted maximal effect; on the % scale 0 is the no-effect control and ±100 the full control effect; nearly all actives have a fitted effect of over 60% in size
# Target sequence (P51450 whole entry, looked up, the tested form may be a part): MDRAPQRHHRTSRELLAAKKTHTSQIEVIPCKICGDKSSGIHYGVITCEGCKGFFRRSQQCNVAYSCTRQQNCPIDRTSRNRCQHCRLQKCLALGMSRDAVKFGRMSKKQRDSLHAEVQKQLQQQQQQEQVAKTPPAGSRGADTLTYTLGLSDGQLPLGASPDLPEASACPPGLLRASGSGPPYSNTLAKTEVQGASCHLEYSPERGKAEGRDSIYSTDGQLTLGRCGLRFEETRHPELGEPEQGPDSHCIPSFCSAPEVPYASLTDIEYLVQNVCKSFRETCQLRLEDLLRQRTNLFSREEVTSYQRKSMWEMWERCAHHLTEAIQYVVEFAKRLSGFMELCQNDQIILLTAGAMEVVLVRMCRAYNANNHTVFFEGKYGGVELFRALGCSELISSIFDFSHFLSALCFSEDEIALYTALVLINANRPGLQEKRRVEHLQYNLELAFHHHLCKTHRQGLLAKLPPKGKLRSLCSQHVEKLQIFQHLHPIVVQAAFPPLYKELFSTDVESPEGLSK
#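 Luciferase reporter read in Schneider cells carrying Gal4-RORγ (mouse) and UAS-Photinus luciferase; cells given compound 1 h before 700 uM copper sulfate induction, then incubated 20 h at ambient temperature.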
# ELG1 genotox: inducers of genotoxicity in HEK293T ELG1-luciferase cells; Potency, µM (doses to about 46 µM), inactives show at the top dose activity change, positive = activation, usual class: activators; AID 504466; 1.3% of 330,000 active; HEK293T ELG1-luciferase reporter, luminescence, 16 h; further: potency means the concentration at half of the fitted maximal effect; % of control where 0% means no effect; nearly all actives have a fitted effect of over 60% in size
#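 HEK293T cells expressing luciferase-tagged ELG1 were treated with compound or DMSO for 16 hr at 37°C. Luciferase activity was then read after 30 min with ONE-Glo at room temperature; rising signal flags genetic stress.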
# Rab9 prom act: activates the Rab9 promoter; Potency, µM (highest dose often 9.22 µM), inactives show at the highest dose activation, negative = inhibition, hits mostly activators; Huh7 Rab9 promoter-luciferase reporter, luminescence, 24 h; 2.8% of 320,000 active; further: potency means the concentration at half of the fitted maximal effect; % of control where 0% means no effect; nearly all actives have a fitted effect of over 60% in size
#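 Steps: seed 1500 Huh7 Rab9-luc cells per well, rest 2 h at 37 °C; add compound in DMSO; incubate 24 h; add luciferase reagent, 10 min ambient; read luminescence.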
# Gal4-VP16 FLuc: Gal4-VP16 reporter inhibition counter-screen. 3.5% of 310,000 active. Potency, µM (doses to about 53.6 µM), inactives show at the highest dose activity, negative = inhibition, actives largely listed as inhibitors. AID 2546. Drosophila S2 Gal4-VP16 UAS-luciferase, luminescence, 20 h;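 further: Gal4-VP16 expression switched on by copper sulfate through the metallothionein promoter; potency means the concentration at half of the fitted maximal effect; on the % scale 0 is the no-effect control and ±100 the full control effect; nearly all actives have a fitted effect of over 50% in size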
# NPC1 promoter act: NPC1 promoter activation; Huh7 NPC1 promoter luciferase reporter, 24 h; Potency, µM (titrated, usually from 9.22 µM), without a hit: top-dose activation, hits mostly activators; 2.4% of 320,000 active; AID 485313;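 further: potency means the concentration at half of the fitted maximal effect; % of control where 0% means no effect; nearly all actives have a fitted effect of over 60% in size; reporter is driven by a mutant NPC1 promoter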
#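 Readout is luciferase luminescence, reflecting NPC1 promoter activation in stably transfected Huh7 cells after 24 h compound exposure at 37 °C in reduced-serum medium with 10% FBS.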
# uPA generation: blocks generation of uPA at the cell surface; cell surface uPA generation assay, qHTS; Potency, µM (top dose mostly 38.3 µM), for the others: at the highest dose activity change, negative = inhibition, hits mostly inhibitors; 0.31% of 330,000 active; AID 540303; active means well fitted inhibition curve with a large enough effect; inconclusive means small, poorly fitted or top-dose-only effect; inactive means no such curve, though single readings can be large or run the other way; tested in mouse RAW 264.7 cells; further: potency means the concentration at half of the fitted maximal effect; on the % scale 0 is the no-effect control and ±100 the full control effect; nearly all actives have a fitted effect of over 55% in size
# KCNH2 3.1 inh: blocks the human KCNH2 3.1 channel isoform; U2OS KCNH2 3.1, thallium flux FluxOr; active compounds read low; activity change, % (tested at about 1.8 µM); 0.95% of 340,000 active;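 active means maximum activity change below -70%; inconclusive means maximum activity change from -70% to -50%; inactive means maximum activity change above -50%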;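 further: thallium influx rate constant from kinetic fluorescence after stimulation buffer; on the % scale 0 is the no-effect control and ±100 the full control effect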
#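 Kinetic fluorescence (2 min after stimulation buffer) measures Tl+ influx through KCNH2 3.1 expressed by viral transduction in U2OS cells; the rate constant is normalized against DMSO controls serving as positive and negative references.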
# Tb PFK inh: blocks T. brucei phosphofructokinase | 0.17% of 330,000 active | T. brucei PFK, ADP-Glo luminescence | O15648 | AID 485367 | Potency, µM (doses to about 57.5 µM), inactives show at the highest dose activity, negative = inhibition, actives largely listed as inhibitors;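 further: potency means the concentration at half of the fitted maximal effect; 0% = uninhibited 1x PFK enzyme wells and -100% = no-enzyme wells; nearly all actives have a fitted effect of over 60% in size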
# Target sequence (O15648 whole entry, looked up): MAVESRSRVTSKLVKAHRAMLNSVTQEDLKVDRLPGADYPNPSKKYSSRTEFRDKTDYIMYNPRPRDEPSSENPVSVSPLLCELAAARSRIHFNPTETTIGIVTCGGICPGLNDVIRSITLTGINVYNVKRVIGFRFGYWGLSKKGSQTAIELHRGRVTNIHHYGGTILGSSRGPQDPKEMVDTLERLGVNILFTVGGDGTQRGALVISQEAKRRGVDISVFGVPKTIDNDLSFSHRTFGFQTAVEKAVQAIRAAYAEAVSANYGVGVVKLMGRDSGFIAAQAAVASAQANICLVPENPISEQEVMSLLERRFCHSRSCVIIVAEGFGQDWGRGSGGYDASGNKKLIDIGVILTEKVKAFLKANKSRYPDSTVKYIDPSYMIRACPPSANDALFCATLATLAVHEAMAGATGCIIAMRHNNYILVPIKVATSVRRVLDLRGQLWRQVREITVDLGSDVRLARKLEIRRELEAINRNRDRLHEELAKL
#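 Compounds were pin-transferred as a titration series up to 57 uM into substrate buffer (0.5 mM F6P, 0.1 mM ATP, pH 8.0), then 1.25 nM PFK was added and reactions ran 45 min before ADP-Glo detection.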
# Giardia kill: kills Giardia lamblia; Giardia lamblia trophozoite viability; activity change, % at 7.66 µM, hits read low; 0.15% of 340,000 active; in the data active means activity change below about -80%; inconclusive means between about -30% and that limit;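 further: parasites exposed to compound for two days anaerobically before the ATP read; on the % scale 0 is the no-effect control and ±100 the full control effect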
#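 Luminescent ATP signal served as the viability read-out, measured 15-30 min after adding ATP detection reagent to trophozoites that had been incubated with compounds for 48 hrs at 37 deg C anaerobically at 100 cells/well.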
# An asterisk follows results filed as active; ? = inconclusive; . = not tested or not shown; & = joins results of further samples; [ ] = remark or other dose. Unless noted, the call rests on the fitted dose curve; in most records, active means well fitted curve in the direction sought with a large enough effect; inconclusive means small, poorly fitted or top-dose-only effect, or another doubt; inactive means no such curve, though single readings can be large; an effect the other way counts as inactive or inconclusive.
molecule	FLuc counter	Coupling enz	Giardia kill	RORgamma inh	NPC1 promoter act	Gal4-VP16 FLuc	Rab9 prom act	Tb PFK inh	KCNH2 3.1 inh	ELG1 genotox	uPA generation
CCn1c(C)nc2c1C(=O)c1ccccc1C2=O	-2%	.	6	-29%	11%	0%	16%	0%	12	-4%	-8%
CC(C)(Oc1ccc(Cl)cc1)C(=O)Nc1ncccn1	-3%	-1	2	36%	-4%	-4%	-3%	-1%	-7	-4%	-2%
COc1ccc(/C=C2\CN(Cc3ccccc3)C/C(=C\c3ccc(OC)cc3OC)C2=O)c(OC)c1	0%	-2	-3	12%	-7%	9%	0%	1%	4	1%	-4%
O=C(Nc1ccc(-c2nc3ccccc3[nH]2)cc1)c1ccc(N2C(=O)CCC2=O)cc1	1%	2	8	-23%	1%	-10%	0%	-5%	-14	1%	3%
CCOc1ccc(N2CC(C(=O)NC3=NCCS3)CC2=O)cc1 (stereo unspecified)	3%	1	-16	-2%	-6%	2%	-1%	1%	5	-2%	16%
COc1ccccc1-n1cnc2sc(-c3ccccc3)cc2c1=O	11µM*	2	-1	?	?	-2%	2.8µM*	-5%	-32	5%	7%
Cc1c(C(=O)OCC(=O)N2CC(=O)Nc3ccccc32)oc2ccccc12	-1%	4	-26	2%	-4%	-7%	-2%	-1%	5	4%	2%
CC(=O)[C@@]1(O)CC[C@H]2[C@@H]3CCC4=CC(=O)CC[C@]4(C)[C@H]3[C@@H](O)C[C@@]21C	7%	1	-9	-8%	2%	2%	-4%	-5%	-8	-2%	11%
Cc1ccc(/C=N/NC(=O)C(C)Oc2ccccc2[N+](=O)[O-])s1 (stereo unspecified)	-5%	2	1	?	6%	?	-2%	0%	-16	0%	-7%
COc1ccc(CCNC(=O)Cn2ccc3cc(S(=O)(=O)N4CCCC4)ccc32)cc1OC	-1%	-4	-18	14%	0%	2%	2%	4%	6	-2%	-17%
O=C(NCCN1CCCCCC1)C1CC(=O)N(CCc2ccccc2)C1 (stereo unspecified)	8%	2	-4	5%	0%	-6%	0%	0%	14	-2%	1%
Cc1nnsc1C(=O)N/N=C/c1c(F)cccc1Cl	-1%	1	13	0%	2%	-5%	12%	5%	-2	1%	3%
Cc1ccc(NC(=O)C(c2ccccc2)N2CCN(CC(=O)N3CCOCC3)CC2)cc1Cl (stereo unspecified)	?	.	-14	.	-4%	.	-3%	-2%	?	2%	-27%
O=[N+]([O-])c1cccc(OCc2cn3cccnc3n2)c1	1%	2	22	35%	6%	27%	9%	-3%	-4	15%	-1%
COc1cccc(NC(=O)NNC(=O)CN2C(=O)COc3ccccc32)c1	-20%	3	-18	-23%	0%	2%	1%	1%	-17	0%	0%
NNC(=O)c1cccc(COc2ccc(Br)cc2)c1	11µM*	-1	-6	?	0.32µM*	-97%	0.1µM*	-5%	-18	?	-2%
CCOCCCNC(=O)/C(C#N)=C/c1cc(Br)c(O)c(Br)c1	?	8	7	93%	-21%	5%	-17%	3%	-3	8%	-13%
S=C(Nc1ccccc1Cl)N1CCOCC1	2%	1	6	-5%	-2%	?	-2%	-10%	3	1%	2%
CCOc1ccc(C(=O)CCC(=O)N(CC)CC(=O)NCc2ccc(Cl)cc2)cc1	-2%	.	-3	17%	10%	3%	7%	0%	-2	-4%	0%
O=C(Cc1ccccc1)c1ccc2c(c1)OCCO2	8.5µM*	1	0	-9%	2.5µM*	-13%	2.8µM*	-4%	-12	18µM*	1%

# New compounds follow
molecule	FLuc counter	Coupling enz	Giardia kill	RORgamma inh	NPC1 promoter act	Gal4-VP16 FLuc	Rab9 prom act	Tb PFK inh	KCNH2 3.1 inh	ELG1 genotox	uPA generation
CCOc1cc(NC(=S)NCC2CCCO2)c(OCC)cc1NC(=O)c1ccc(F)cc1 (stereo unspecified)	27µM*	24	-29	?	-5%	?	-6%	1%	-23	-2%	-1%
Cc1ccc(-c2cc(N)n[nH]2)cc1	?	1	-10	0%	5%	0%	3%	-3%	22	0%	9%
Cc1ccc(/C=N/Nc2nc(N3CCCCC3)nc(N3CCCCC3)n2)o1	-17%	1	14	8.9µM*	2%	?	-2%	-2%	5	-12%	1%
Cc1cc(C)c(C)c(S(=O)(=O)N2CCC(C(=O)NCCCN3CCCC3=O)CC2)c1C	-2%	.	-10	.	0%	.	-2%	-15%	-7	-3%	?
Cc1nc2ccc(NC(=O)c3ccccc3)cc2s1	19µM*	-2	-13	14%	2.8µM*	4%	2.8µM*	-6%	14	?	-10%
Cc1ccc(/C(O)=C2/C(=O)C(=O)N(c3ccccn3)C2c2ccc(F)cc2)cc1 (stereo unspecified)	1%	5	1	-29%	5%	8%	-1%	1%	6	?	2%
CCOc1ccc(CC(=O)NCc2cn3c(C)csc3n2)cc1	1%	0	-6	3%	-2%	5%	1%	-4%	-12	-1%	1%
C#CCOCCOCCOCCNc1nc(N2CCN(C(=O)Cn3cc(CCO)nn3)CC2)nc(N2CCN(C(=O)[C@H]([C@@H](C)O)n3cc(CCCCN)nn3)CC2)n1	-3%	-1	-13	-7%	-5%	-8%	-1%	4%	-6	1%	1%
O=C(NNC1=C(C(=O)C(F)(F)F)CCC1)c1cccnc1	3%	0	4	7.1µM*	-6%	11µM*	-6%	1%	1	-4%	4%
COc1ccc(-c2cc(=O)oc3cc(OC(=O)C4CCCCC4)c(Cl)cc23)cc1	-1%	4	?	0%	11%	1%	7%	6%	?	-12%	11%
COCCn1nnnc1C(c1ccccc1Cl)N1CCN(c2ccccc2OC)CC1 (stereo unspecified)	2%	-1	13	10%	-2%	3%	9%	-7%	.	3%	12%
COc1ccccc1N1CCN(C(=O)c2cc3c(s2)CCCCC3)CC1	-22%	.	11	-15%	-1%	1%	2%	1%	-28	-12%	0%
CCCC(C)NC(=O)Cc1ccccc1 (stereo unspecified)	-1%	1	-3	2%	1%	0%	-4%	7%	-39	2%	-10%
COc1ccc(-c2nc(CN3CCC(C(=O)NC4CCN(Cc5ccccc5)CC4)CC3)c(C)o2)cc1OC	-1%	-3	-15	-17%	-6%	-9%	0%	-1%	12	0%	3%
CCC(C)(C(=O)NC1CCCC1)N(Cc1ccco1)C(=O)c1ccccn1 (stereo unspecified)	-2%	2	1	-24%	-6%	-1%	0%	-2%	-41	-2%	.
COc1ccc(-c2nc(C)c(C(C)=O)n2O)cc1[N+](=O)[O-]	17µM*	1	-1	-19%	4%	-19%	13%	6%	13	1%	-6%
Cc1c(C(=O)N2CCCCCC2)nnn1-c1nonc1N	-1%	.	-24	17%	7%	-3%	0%	0%	-3	-2%	10%
COc1ccc(CN(C(=O)c2ccco2)c2ccc(C)c(C)c2)cc1	-17%	8	20	1%	-20%	6%	-19%	1%	-5	-4%	-13%
O=C(Nc1ccccc1C(=O)NCCCN1CCOCC1)c1ccc(F)cc1	1%	.	14	-20%	1%	-4%	7%	1%	0	-5%	5%
C[N+](C)(C)CCNC(=O)c1c(O)c2c([nH]c1=O)CCCC2	0%	0	-8	21%	0%	10%[0.365 µM]	0%	1%	12	-8%	-3%

# (listing goes on)
molecule	FLuc counter	Coupling enz	Giardia kill	RORgamma inh	NPC1 promoter act	Gal4-VP16 FLuc	Rab9 prom act	Tb PFK inh	KCNH2 3.1 inh	ELG1 genotox	uPA generation
COC(=O)C(C)N1C(=O)S/C(=C\c2cc(C)n(-c3ccccn3)c2C)C1=O (stereo unspecified)	2.7µM*	-13	-4	-18%	2µM*	2%	2µM*	8%	10	1.6µM*	-14%
Cc1nn(-c2ccc(N3CCOCC3)nn2)c(C)c1CCC(=O)NCc1ccccc1	-1%&1%	-1	1	-20%	-1%	-3%	-2%	4%	-9	4%[9.26 µM]	-1%
O=C(NCCCN1CCCC1=O)Nc1ccc(F)c(Cl)c1	-15%	.	5	23%	15%	?	22%	-2%	8	3%	.
CCOc1ccc(N2CC(C(=O)Nc3cc(C)on3)CC2=O)cc1 (stereo unspecified)	2%	2	9	19%	-5%	-3%	3%	-1%	11	4%	-1%
COc1ccccc1/C=C1\N=C(C(C)(C)C)OC1=O	17µM*	0	-2	4%	-6%	0%	-2%	3%	13	0%	8%
Nc1cccc(C(=O)N/N=C/c2ccsc2)c1	?	-4	-11	-1%	15%	-1%	18%	-4%	4	11%	-4%
CCCCn1c(N)c(N(CC)C(=O)CSCc2c(C)noc2C)c(=O)[nH]c1=O	0%	1	-25	-5%	2%	-3%	-4%	1%	-8	5%	17%
CC1=NN(c2ccc(C)cc2C)C(=O)C1C(c1cccc(O)c1)C1C(=O)N(c2ccc(C)cc2C)N=C1C (stereo unspecified)	-10%	4	8	20%	-2%	-1%	-1%	1%	-14	-1%	2%
COc1cc(/C=C2/SC(=S)N(Cc3ccccc3)C2=O)ccc1OS(C)(=O)=O	?	-2	-3	6%	-3%	24%	-9%	0%	-5	-6%	-1%

# Compounds as they come. Share with any hit: about 14%.
